# From PubChem
# ABHD5 PLIN5 PPI: inhibitors of human ABHD5-perilipin-5 interaction; Split G. princeps luciferase complementation, luminescence, 4 h; Q00G26+Q8WTS1; AID 602281; inhibition, % at 4 µM; actives 0.78% (n = 360,000);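 active = inhibition above the mean inhibition across every tested compound plus 3 SD, cut at about 22% in these data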;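 also: 0% = DMSO only wells and the 100% control is not disclosed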
# Target sequence (Q00G26 whole entry, looked up): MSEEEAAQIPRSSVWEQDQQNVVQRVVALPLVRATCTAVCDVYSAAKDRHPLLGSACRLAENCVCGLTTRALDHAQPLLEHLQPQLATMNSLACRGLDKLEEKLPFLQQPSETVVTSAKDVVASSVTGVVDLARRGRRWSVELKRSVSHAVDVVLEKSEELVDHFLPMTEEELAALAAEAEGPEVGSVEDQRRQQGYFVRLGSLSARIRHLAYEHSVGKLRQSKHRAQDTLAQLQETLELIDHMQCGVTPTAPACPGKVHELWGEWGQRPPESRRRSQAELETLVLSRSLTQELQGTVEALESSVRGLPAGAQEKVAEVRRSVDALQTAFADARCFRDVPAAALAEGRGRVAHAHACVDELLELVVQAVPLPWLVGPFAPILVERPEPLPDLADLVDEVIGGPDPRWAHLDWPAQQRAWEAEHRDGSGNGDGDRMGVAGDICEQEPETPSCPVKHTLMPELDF
# Target sequence (Q8WTS1 whole entry, looked up): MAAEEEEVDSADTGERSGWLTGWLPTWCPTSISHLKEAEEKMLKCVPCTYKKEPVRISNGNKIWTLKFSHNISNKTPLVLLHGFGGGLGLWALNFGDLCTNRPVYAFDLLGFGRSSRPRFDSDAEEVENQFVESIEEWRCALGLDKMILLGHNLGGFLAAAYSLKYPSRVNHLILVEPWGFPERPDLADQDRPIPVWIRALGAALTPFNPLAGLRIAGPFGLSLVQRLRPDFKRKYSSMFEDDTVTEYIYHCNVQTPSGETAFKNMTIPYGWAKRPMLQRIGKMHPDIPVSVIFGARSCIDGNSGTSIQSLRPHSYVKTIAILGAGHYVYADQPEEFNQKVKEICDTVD
# Exocytosis inh: lytic granule exocytosis inhibition. TALL-104 LAMP-1 surface exposure, flow cytometry; cells stimulated with thapsigargin and PMA. inhibition, % at 10 µM. actives 0.66% (n = 360,000);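 active = inhibition above about 55%, limit read from the data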
# NCOA1 inh: inhibits human SRC1 coactivator. Q15788. HEK293 GAL4-SRC1 luciferase reporter, luminescence. inhibition, % at 3.6 µM. actives 0.12% (n = 360,000). AID 588354;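 active = inhibition above the campaign mean plus 3 SD, with each screening campaign given its own cutoff, cut at about 60% in these data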;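 also: 0% = DMSO treated cells and 100% = gossypol at 36 µM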
# TLR9-MyD88 block: blocks human TLR9 binding to MyD88; Q9NR96+Q99836; CHO BLA complementation TLR9-MyD88, CCF4 FRET ratio; inhibition, % at 4.98 µM; actives 0.21% (n = 340,000); AID 504734;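 active = inhibition above the mean over all tested compounds plus 3 SD, cut at about 21% in these data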;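 also: 0% = DMSO only wells and 100% = clavulanate BLA inhibitor control wells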
# TROY NFkB inh: TROY signaling inhibition; Q293 LMP1-TROYcd NF-kB luciferase reporter, 4 h; inhibition, % at 10 µM; actives 0.98% (n = 360,000);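 active = compounds whose plate-normalised and pattern-corrected inhibition of the luciferase reporter signal at the single screening dose is 50% or more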
# NOD2 RIPK2 PPI: blocks binding of human NOD2 to RIPK2. O43353. CHO BLA complementation NOD2-RIPK2, CCF4 ratio. inhibition, % at 4.98 µM. actives 0.38% (n = 360,000); in the data active = inhibition above about 21%;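 also: 0% = vehicle only and 100% = reference blocker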
# TWEAK Fn14 block: inhibitors of TWEAK-Fn14 interaction signaling; TWEAK-stimulated Fn14 reporter cells, luciferase luminescence, 8 h; inhibition, % at 10 µM; actives 2% (n = 360,000); AID 1159606; in the data active = inhibition above about 50%
# SRC2 inh: inhibits human steroid receptor coactivator 2 | AID 651957 | Q15596 | HEK293 GAL4-SRC2 luciferase reporter, luminescence | actives 0.17% (n = 370,000) | inhibition, % at 9 µM;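 active = inhibition above the mean inhibition of all tested compounds plus 3 SD, set per campaign, cut at about 52% in these data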;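 also: 0% = DMSO treated cells and 100% = cells given Gossypol at 36 µM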
# NR5A2 inv ag: suppresses constitutive activity of human LRH-1 | O00482 | HEK293T StAR-luciferase reporter, LRH-1 transfected, 24 h | inhibition, % at 3.6 µM | actives 0.13% (n = 360,000);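 active = inhibition above the mean inhibition of all tested compounds plus 3 SD, cut at about 73% in these data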;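 also: 0% = DMSO wells and 100% = reporter-only cells lacking LRH-1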
# NCOA3 inh: inhibitors of human steroid receptor coactivator 3 (SRC3); Q9Y6Q9; HEK293 GAL4-SRC3 luciferase reporter, luminescence; inhibition, % at 3.6 µM; actives 0.17% (n = 360,000); AID 588352;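 active = inhibition above a per-campaign cutoff, the mean of all compounds plus 3 SD, cut at about 60% in these data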;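 also: 0% = DMSO-treated cells and 100% = gossypol-treated cells at 36 µM; higher means less SRC3-driven luciferase light from the GAL4 reporter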
# NR2F2 inh: inhibitors of human COUP-TFII (NR2F2) | P24468 | HEK293T NGFI-A luciferase reporter, luminescence | inhibition, % at 8.6 µM | actives 0.7% (n = 370,000);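 active = inhibition above a per-plate cutoff, mean inhibition of test wells between control levels plus 3 SD, cut at about 38% in these data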;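 also: cells cotransfected with COUP-TFII expression vector driving the NGFI-A reporter; 0% = median of COUP-TF2 test wells and 100% = reporter-only cells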
# Active calls of the source: *; . = no result given.
SMILES,ABHD5 PLIN5 PPI,Exocytosis inh,NCOA1 inh,TLR9-MyD88 block,TROY NFkB inh,NOD2 RIPK2 PPI,TWEAK Fn14 block,SRC2 inh,NR5A2 inv ag,NCOA3 inh,NR2F2 inh
Cc1cc(C)n(-c2nc(N(C)C)nc(N3CCOCC3)n2)n1,-2,1,-15,-8,-4,-3,-4,6,-3,6,3
Cc1ccc(S(=O)(=O)N2CCCCC2)cc1NC(=O)C1COc2ccccc2O1 (stereo unspecified),-9,-8,-13,-7,2,-1,21,7,8,-16,-5
COc1ccc(N2CCN(C(CNC(C)=O)c3ccco3)CC2)cc1 (stereo unspecified),-5,-5,2,-15,10,-2,3,-23,-23,17,-9
CN(C(=O)C(Cl)Cl)C1CC2C=CC1C2 (stereo unspecified),6,-4,-12,-1,-2,-8,7,1,21,-4,12
COc1ccc(NC(=O)CSc2nnc(-c3ccccn3)n2Cc2ccco2)cc1OC,5,-2,-9,8,12,9,-4,3,-8,2,-4
CCC(C)[C@H]1CNC(=O)C(=O)N1CCc1cccc(F)c1 (stereo partly specified),5,-12,.,.,7,-7,-10,-12,-25,.,-2
COc1cc2c(cc1O)C(Cc1ccc(O)cc1)NCC2 (stereo unspecified),-1,-1,1,0,-2,-26,-1,-6,9,-6,-27
CCOc1ccccc1/C=C(\C#N)C(=O)Nc1cccc(C(=O)O)c1,2,5,-9,2,-37,-8,-12,6,-18,14,0
O=C(Nc1ccc(NC(=O)c2cc3ccccc3o2)cc1)c1ccc2c(c1)OCCO2,1,24,17,-1,26,6,-22,-1,9,8,-2
CN(CC(=O)NCc1cccnc1)S(=O)(=O)c1cc(Cl)ccc1Cl,-6,-2,-16,-5,21,4,-9,4,-25,-67,1
CCOC(=O)CSc1nnc2c3ccccc3n(C)c2n1,6,19,13,-2,3,-8,-12,28,-9,7,7
O=C(NCc1cccc(Cl)c1)c1ccc(N2CC3CC(C2)c2cccc(=O)n2C3)c(NC(=O)c2cccnc2)c1 (stereo unspecified),11,-1,12,5,1,3,-12,-2,-18,-3,-9
Nc1nc2ccc(OC(F)(F)F)cc2s1,-10,-4,-41,-2,-39,-7,-16,-14,-26,-51,-18
O=C(CCc1nc2ccccc2c(=O)[nH]1)OCC(=O)c1cccc(Cl)c1,8,-4,-34,-1,-9,-7,16,-14,-19,-8,3
C=CCN(CC=C)C(=S)NC(=O)c1ccc(-c2ccccc2)cc1,2,1,-9,6,4,3,-32,9,-8,-5,-1
O=C(c1cccc(C(=O)N2CCN(c3ccccc3F)CC2)n1)N1CCN(c2ccccc2F)CC1,12,3,2,4,-4,1,12,-7,5,10,-3
Cc1ccc(CNC(=O)[C@H](C)N2C(=O)N3CCc4c([nH]c5ccccc45)[C@@]3(C)C2=O)cc1,1,14,-10,10,25,-9,11,14,28,10,-10
Cc1ccc2c(c1)N(CC(=O)N1CCC(O)CC1)C(=O)CO2,-6,-9,13,-5,2,-8,33,2,-13,-4,-3
COc1cc2[nH]c3c(=O)n(CCN4CCCCC4)cnc3c2cc1OC,-2,2,-29,-5,-5,-4,-30,-31,2,11,-6
COc1ccc([N+](=O)[O-])cc1NC(=S)NC(NC(=O)C(c1ccccc1)c1ccccc1)C(Cl)(Cl)Cl (stereo unspecified),-3,10,7,-8,24,-6,63*,13,4,6,41*
CCCCCCCCN1C(=O)[C@H](CC(=O)N2CCN(C(=O)C3CC3)CC2)C[C@@]2(C(=O)OC)CC(C)(C)CC=C12,12,0,.,.,.,-4,.,-7,5,.,14
Cc1ccc(-n2c(Cc3cccn3C)nnc2SCC(=O)Nc2nnc(C)s2)cc1,-2,0,10,1,-12,-5,-5,-1,1,15,1
CCOc1ccc(NC(=O)Nc2ccon2)cc1,-2,-1,-74,-1,-38,9,-7,-60,-92,-31,-24
CCN(c1cccc(C)c1)S(=O)(=O)c1ccc2c(c1)NC(=O)CCS2,-7,-1,-15,7,-21,13,4,-1,29,-3,-2
COc1cccc(OC)c1C(=O)Nn1c(C2CCC2)nc2ccccc2c1=O,6,-1,7,5,13,8,-7,0,4,1,-6
COC1=NC(=C(c2ccccc2)c2ccccc2)OC1=O,-1,1,1,-10,-4,3,21,-20,8,-15,-1
CCN1C(=O)C(=O)N(CC(=O)c2[nH]c(C)c(C(C)=O)c2C)C1=O,0,-1,-18,14,-14,11,-6,-27,5,14,-6
FC(F)(F)c1cc(Oc2ccccc2)nc(-c2ccccn2)n1,-4,-7,-3,11,7,8,10,-2,8,7,25
CC(=O)c1sc(N2CCOCC2)nc1-c1ccccc1,3,-2,2,6,3,-3,-7,6,-5,7,9
COc1ccc(C2CC(c3ccc(C)cc3)=NN2C(=O)c2ccccc2)cc1 (stereo unspecified),0,-7,-1,0,34,6,1,6,1,-8,-8
COc1cccc(C(=O)Nc2ccc(S(=O)(=O)NCc3ccco3)cc2)c1,2,0,-1,-4,-4,8,17,-17,-12,26,16
Cc1ccc(NC(=S)NCCSc2ccc(Cl)cc2)cc1,-10,5,-21,6,10,12,-11,-10,-10,8,17
CCn1nc(NC(=O)C(C)(C)C)c2cc3cccc(C)c3nc21,-1,2,2,1,0,0,20,-13,10,9,5
O=C(O)CCCCCNC(=O)/C(=C\c1ccco1)NC(=O)c1ccco1,2,5,0,-3,-2,-2,3,10,9,-4,3
CCOC(=O)c1ccc(-c2n[nH]c(=O)c3ccccc23)cc1,1,-2,15,8,-12,6,18,14,-10,31,-1
CCCCn1c(N)c(N(CC)C(=O)CSc2nnnn2-c2cc(C)ccc2C)c(=O)[nH]c1=O,-6,0,11,-13,14,-3,-2,-43,7,10,1
Cc1cccc(NC(=O)NCc2ccccn2)c1,-3,1,-30,4,-38,1,-15,-63,-22,-39,-8
Cc1nc(SCc2nc3c([N+](=O)[O-])cccc3[nH]2)c2oc3ccccc3c2n1,1,6,-14,2,45,-8,27,.,12,-5,.
N/C(COc1cccc(Cl)c1)=N\O,2,-2,-23,3,-21,-1,11,9,-9,18,1
O=[N+]([O-])c1ccc(Cl)cc1Sc1ccccn1,1,2,8,-4,7,1,-13,7,0,20,0
CC(C)(C)NC(=O)C(c1ccco1)N(Cc1ccc(F)cc1)C(=O)c1snc(C(N)=O)c1N (stereo unspecified),4,-2,5,-2,-23,5,3,10,-15,17,3
CC(C)[C@H](NC(=O)c1ccccc1Cl)C(=O)OCC(=O)Nc1ccc(S(=O)(=O)N2CCOCC2)cc1,2,-12,-16,4,5,-2,5,5,27,4,-4
Cc1nc2cc3nc(C)sc3cc2s1,3,-1,-96,-8,-30,-5,-9,-41,-95,-34,-25
CSc1ccc(C2Nc3ccccc3-c3cc(C)nn32)cc1 (stereo unspecified),-3,-1,-17,-9,-29,-4,21,-23,-25,-27,-28
Cc1ccccc1N1C(=O)C(Oc2ccc(Cl)cc2)C1CNCCCOC(C)C (stereo unspecified),14,3,-8,-1,-5,-5,-10,-9,7,14,10
Cc1cccc(C)c1NC(=O)COC(=O)c1ccccc1[N+](=O)[O-],-5,-5,-5,4,-8,5,-5,21,5,13,-16
CC(C)C[C@@]12C(=O)N(c3cccc(Br)c3)C(=O)N1[C@H](c1ccc(F)cc1)[C@@H]1C(=O)N(C3CCCCC3)C(=O)[C@@H]12,2,1,5,2,-14,2,15,-25,-14,-1,-1
CCCSc1nc2cc(C)c(C)cc2n1CC(C)O (stereo unspecified),0,7,-61,2,-37,-10,-18,-41,-39,-19,-17
Nc1ccc(C(=O)OCC(=O)NC2CC2)cc1[N+](=O)[O-],-7,0,-23,-6,-32,-4,-11,-15,-4,3,-18
CC(=O)Nc1ccc(S(=O)(=O)NC2(C(F)(F)F)C(=O)Nc3c2c(=O)[nH]c(=O)n3Cc2ccccc2)cc1 (stereo unspecified),-1,6,-3,3,-8,10,-23,8,-10,10,6
O=[N+]([O-])c1ccc(Cl)c2c1C1C=CCC1C(c1ccccn1)N2 (stereo unspecified),6,6,10,-8,13,-11,18,-13,-6,-10,11
Cc1cc(CN(C)C)c(O)c(C2(C)CCCCC2)c1,2,-3,3,3,.,-4,26,-11,-4,-11,-2
C=CCOc1ccc(C2NC(=O)c3ccccc3O2)cc1OC (stereo unspecified),2,8,1,-7,-12,-14,-12,-5,1,-6,0
S=C(Nc1ccc(Cl)cc1Cl)N1CCCCC1,-2,-1,-36,6,-45,-1,3,-14,-32,-14,0
O=C(Cc1ccc(Br)c2ccccc12)N/N=C/c1ccccn1,-4,0,-21,3,12,5,15,17,7,2,7
O=C1CCOc2cc(OCc3ccccc3)ccc21,-5,-1,-95,2,-15,-7,48,-50,-92,-83,-38
Cc1ccc2ccc(C(Nc3cccc(C(F)(F)F)c3)c3cccnc3)c(O)c2n1 (stereo unspecified),2,1,-23,5,6,10,5,3,7,15,1
CCc1nc2ccc(C(=O)N3CCN(C(C)=O)CC3)cn2c1N(C=O)Cc1ccc(OC)cc1,-3,-2,2,.,-9,-4,3,-14,-25,6,4
Cc1csc(SCC(=O)NC(=O)Cc2ccccc2)n1,1,1,-14,-10,-5,-7,19,-7,-12,13,5
Cc1cccc(C)c1NC(=O)c1ccc([N+](=O)[O-])s1,5,-1,14,-5,10,-4,6,8,32,21,3
# Additional structures follow:
SMILES,ABHD5 PLIN5 PPI,Exocytosis inh,NCOA1 inh,TLR9-MyD88 block,TROY NFkB inh,NOD2 RIPK2 PPI,TWEAK Fn14 block,SRC2 inh,NR5A2 inv ag,NCOA3 inh,NR2F2 inh
C=CCNC(=S)Nc1cccc(N)c1,6,0,7,5,15,4,-28,-27,12,14,0
COc1cc2c(cc1OC)CN(C(=O)CCOc1ccccc1)CC2,0,2,-3,-6,-5,-7,11,-16,-16,7,-11
CCCCn1c(=O)[nH]c(=O)c2c1nc(CN(C)Cc1cccc(OC)c1OC)n2CCC,-8,-4,5,-2,-3,-4,-2,2,10,2,15
O=C(Nc1ccc(F)cc1)c1cc2ccccc2o1,4,6,-108,2,-57,-4,-7,-50,-64,-125,-61
CCOc1ccc(Br)cc1S(=O)(=O)Nc1ccc(NC(=O)c2ccccc2C)cc1,-5,0,4,1,-8,5,5,5,-8,19,2
Cc1ccc(SCC(=O)OC(C)C(=O)NC2CCCCC2C)c(C)c1 (stereo unspecified),-6,-1,6,0,17,-6,-10,-9,-5,-30,-7
CN(C)C(=O)Cn1cnc2c(cnn2-c2ccccc2Cl)c1=O,6,1,11,4,-9,-5,7,9,12,5,-9
C#Cc1ccc([C@@H]2C=C(C(=O)Nc3ccccc3)O[C@H](OCC)[C@H]2CCCO)cc1,4,0,8,-3,0,3,-2,12,1,-3,-49
Cc1cccc(NC(=O)/C(C#N)=C\c2cn(CC(=O)O)c3ccccc23)c1,-5,-3,-17,-3,-15,-5,-5,-6,-7,-16,14

# Printed as active in NR2F2 inh, of those listed so far:
Compound	ABHD5 PLIN5 PPI	Exocytosis inh	NCOA1 inh	TLR9-MyD88 block	NOD2 RIPK2 PPI	TWEAK Fn14 block	SRC2 inh	NR5A2 inv ag	NCOA3 inh	NR2F2 inh
COc1ccc([N+](=O)[O-])cc1NC(=S)NC(NC(=O)C(c1ccccc1)c1ccccc1)C(Cl)(Cl)Cl (stereo unspecified)	-3	10	7	-8	-6	63*	13	4	6	41*

# An excerpt; the hit share may differ from the screen's.
